# KB-3-1 cytotox – kills parental KB-3-1 adenocarcinoma cells; hit rate 1.4% among 400,000; Potency, µM (highest dose often 46.1 µM), for inactives: at the highest dose activity change, negative = cytotoxic, actives largely listed as cytotoxic; KB-3-1 viability, CellTiter-Glo ATP luminescence, 72 h; also: potency is read from the fitted curve at half-maximal effect; % is scaled to controls: 0 for no effect and ±100 for the full control effect; nearly all actives have a fitted effect of over 60% in size
#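 Luminescent ATP read-out (CellTiter-Glo) measures survival of drug-naive KB-3-1 cells after 72 h compound exposure at 37 °C. Titration series was screened from lowest to highest concentration, with DMSO vehicle plates as background controls.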
# IL1B secr inh – inflammasome signaling inhibition, IL-1 beta readout. THP-1 LPS/ATP IL-1B secretion, AlphaLISA, 16 h; active compounds read low. activity change, % at 57.5 µM. hit rate 4.7% among 360,000. AID 743279; in the data active = activity change below about -50%; inconclusive = mostly about -30% to -49%; also: % is scaled to controls: 0 for no effect and ±100 for the full control effect
#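 Secreted IL-1B measured by AlphaLISA bead assay after 16 h compound exposure of THP-1 cells; compounds (final up to 57.5 uM) added 1 h before LPS (250 ng/mL) and ATP (1.25 mM) stimulation; lower signal means less secretion.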
# S2 tox – reduces viability in counter-screen for ATXN expression inhibitors. S2 cells (HEK-293 line with an ATXN2-luciferase reporter) viability, CellTiter-Fluor protease fluorescence, 24 h. Potency, µM (top dose mostly 56.7 µM), actives largely listed as cytotoxic. hit rate 0.49% among 400,000. AID 651635; also: potency is read from the fitted curve at half-maximal effect; nearly all actives have a fitted effect of over 40% in size
# HT1080 IDH1KD tx – kills HT-1080 cells with IDH1 knockdown. HT-1080 IDH1 knockdown viability, ATP luminescence, 48 h. hit rate 2% among 360,000. Potency, µM (highest dose often 46.1 µM), for inactives: at the top dose activity, negative = toxicity, hits mostly cytotoxic;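 also: potency is read from the fitted curve at half-maximal effect; 0% = DMSO wells and -100% = cell-free medium wells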
#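 Cytotoxicity counter-line: IDH1KD HT-1080, 48 h, CellTiter-Glo. Curves classed by r2, magnitude and activity.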
# ATXN2 expr inh – reduces ATXN2 reporter expression in HEK-293 cells. hit rate 0.72% among 360,000. HEK-293 ATXN2-luciferase reporter, luminescence, 24 h. AID 1745845. Potency, µM (doses to about 57 µM), for the others: at the highest dose activity change, negative = inhibition, most hits filed as inhibitors; also: potency is read from the fitted curve at half-maximal effect; % is scaled to controls: 0 for no effect and ±100 for the full control effect; nearly all actives have a fitted effect of over 55% in size
#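 ATXN2-luciferase reporter cells (luciferase flanked by upstream and downstream ATXN2 gene portions) were treated 24 h at 37 °C with compounds at up to 57 uM. SteadyGlo luminescence gave expression; GF-AFC fluorescence gave viability.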
# MCF10A rerep – inducers of DNA re-replication in MCF 10A breast cells; MCF 10A DNA re-replication, Hoechst nuclear intensity, 48 h; Potency, µM (doses to about 46.1 µM), without a hit: at the top dose activity, positive = re-replication, actives largely listed as activators; hit rate 2.9% among 350,000; AID 624296; also: potency is read from the fitted curve at half-maximal effect; % of control where 0% means no effect; nearly all actives have a fitted effect of over 50% in size
# HT1080-NT tox – kills 2HG-producing HT-1080-NT fibrosarcoma cells | AID 686970 | HT-1080-NT fibrosarcoma viability, CellTiter-Glo ATP luminescence, 48 h | hit rate 1.6% among 360,000 | Potency, µM (titrated, usually from 46.1 µM), without a hit: at the highest dose activity, negative = less viability, actives largely listed as cytotoxic;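 also: NT is the 2HG producing partner of a matched IDH1 knockdown line; potency is read from the fitted curve at half-maximal effect; 0% = DMSO-treated cells and -100% = media-only wells without cells; nearly all actives have a fitted effect of over 55% in size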
#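 Read-out is CellTiter-Glo luminescence after 10 minutes at room temperature, following 48 hours' compound treatment of HT-1080-NT cells (750 cells/well, RPMI, 5% FBS, 37 degrees C).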
# KB-V1 cytotox – kills drug-selected multidrug resistant KB-V1 cells | hit rate 3.4% among 400,000 | AID 1347076 | Potency, µM (titrated, usually from 46.1 µM), inactives show at the highest dose activity change, negative = cytotoxicity, usual class: cytotoxic | KB-V1 MDR cells viability, CellTiter-Glo, 72 h; also: potency is read from the fitted curve at half-maximal effect; % is scaled to controls: 0 for no effect and ±100 for the full control effect; nearly all actives have a fitted effect of over 60% in size
#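 KB-V1 MDR subline cells in DMEM (phenol-red free, 10% FBS) exposed to compounds in qHTS concentration series for 72 h at 37 degrees C. Viability read by CellTiter-Glo luminescence; concentration-effect curves fitted after normalization and correction.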
# SW480 rerep – DNA re-replication induction in SW480 cells; AID 624297; Potency, µM (titrated, usually from 46.1 µM), for the others: at the highest dose re-replication activation, actives largely listed as activators; SW480 DNA re-replication, Hoechst DNA content imaging, 48 h; hit rate 1.8% among 340,000; also: potency is read from the fitted curve at half-maximal effect; % of control where 0% means no effect; nearly all actives have a fitted effect of over 55% in size
#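 Quantitative HTS format with DMSO vehicle controls; 48 hr drug incubation at 37 C, then 40 min Hoechst staining and scanning imager measurement at 405 nm excitation.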
# * = called active by the depositor; i = inactive; u = inconclusive; x = no result given; [ ] = dose if it differs, or a comment. Unless noted, calls follow the shape of the dose curve; as a rule, active = well fitted curve in the direction sought with a large enough effect; inconclusive = small, poorly fitted or top-dose-only effect, or another doubt; inactive = no such curve, though single readings can be large; an effect the other way counts as inactive or inconclusive.
# Start of the data: the first 2 records as a preview:
# Each structure is followed by: SW480 rerep, IL1B secr inh, KB-V1 cytotox, ATXN2 expr inh, MCF10A rerep, S2 tox, HT1080-NT tox, KB-3-1 cytotox, HT1080 IDH1KD tx
Cc1onc(-c2ccccc2)c1C(=O)Nc1cc(C(F)(F)F)ccc1N1CCOCC1
 : 11µM*, 67, 5.2µM*, 4%, 5µM*, i, u, 5.8µM*, 2.9µM*
CN(C)CCN1C(=O)C(=O)/C(=C(/O)c2ccc(OCc3ccccc3)cc2)C1c1ccncc1 (centres undefined)
 : -9%, 19, 0%, 6%, 4%, i, 10%, -3%, 10%

# All compounds of this part, from the first entry:
# Each structure is followed by: SW480 rerep, IL1B secr inh, KB-V1 cytotox, ATXN2 expr inh, MCF10A rerep, S2 tox, HT1080-NT tox, KB-3-1 cytotox, HT1080 IDH1KD tx
Cc1onc(-c2ccccc2)c1C(=O)Nc1cc(C(F)(F)F)ccc1N1CCOCC1
 : 11µM*, 67, 5.2µM*, 4%, 5µM*, i, u, 5.8µM*, 2.9µM*
CN(C)CCN1C(=O)C(=O)/C(=C(/O)c2ccc(OCc3ccccc3)cc2)C1c1ccncc1 (centres undefined)
 : -9%, 19, 0%, 6%, 4%, i, 10%, -3%, 10%
CC(C)CN(C)C(=O)CC1C(=O)NCCN1C (centres undefined)
 : -8%, 2, 17%, -13%, u, i, 17%, -2%, 12%
CN(C)/N=C/c1ccc(N2CCOCC2)cc1
 : -1%, -15, u, 2%, -6%, i, 8%, 5%, 14%
CCOc1cc2[nH]c(=S)n(CCCN3CCCC3=O)c(=O)c2cc1OCC
 : 0%, 15, u, 2%, 26%, i, -5%, 12%, 21%
OC1c2c(F)cccc2N=C2CCCCCN21 (centres undefined)
 : x, 0, -4%, -1%, x, i, 8%, -1%, 6%
CC(=O)NS(=O)(=O)c1ccc2sc(C)nc2c1
 : -6%, -18, 3%, x, 10%, i, 2%, 4%, 2%
CCc1nc2ccc(C(=O)N3CCN(c4ccccc4)CC3)cn2c1N(C)CCCc1ccccc1
 : x, -4, u, -13%, x, u, u, u, u
C[C@@H]1C(=O)O[C@H]2CC34[C@H]5C[C@@H](C(C)(C)C)[C@]36[C@@H](OC(=O)[C@@H]6O)O[C@@]4(C(=O)O5)[C@]21O (some centres undefined)
 : -6%, -14, 10%, 2%, -5%, i, 18%, 0%, 17%
COC(=O)C1=C(C)N=C2SC(C)C(=O)N2C1c1ccc(C(=O)OC)cc1 (centres undefined)
 : 6%, 5, 2%, 3%, 14%, i, -6%, 16%, -5%
Cc1ccc(/C(N)=N/OC(=O)c2ccc3ccccc3c2)cc1
 : 3%, -7, -28%, 22%, 1%, i, 4%, 11%, 4%
CC(C)Oc1ccc(S(=O)(=O)N2CCCCC2)cc1NC(=O)CN1C(=O)NC2(CCCC2)C1=O
 : u, 0, -4%, 1%, -26%, i, -3%, 21%, -2%
CCOC(=O)N1CCN(CC(O)COc2c(C)cccc2C)CC1 (centres undefined)
 : 1%, 0, -25%, 3%, 1%, i, 5%, 11%, 2%
CCCCc1nc2n[nH]c(N)c2c2c1CCC2
 : 4%, -14, 0.65µM*, -6%, 1%, i, -12%, u, -8%
O=C(O)CCN1C(=O)C2C3c4ccccc4C(c4ccccc43)C2C1=O (centres undefined)
 : -4%, 18, -4%, 8%, 1%, i, 6%, 4%, 7%
O=C(Nc1ccc(C(=O)O)cc1)/C(=C/c1cccc(Br)c1)NC(=O)c1ccco1
 : 2%, 12, 26%, 20%, -1%, i, 6%, 26%, 6%
O=C(C1CC1)N1CCc2cc(Br)cc(S(=O)(=O)N3CCN(c4ccccn4)CC3)c21
 : -10%, 16, -9%, -5%, 14%, i, 13%, 8%, -1%
O=C(c1ccccc1F)N(Cc1ccc(F)cc1)C1CCS(=O)(=O)C1 (centres undefined)
 : -7%, -4, -4%, 2%, -2%, i, 20%, 7%, 14%
CS(=O)(=O)Nc1ccc(C2=NN(C(=O)c3cccc(F)c3)C(c3cccs3)C2)cc1 (centres undefined)
 : -9%, -28, 0%, x, u, u, -16%, -10%, -13%
C/C=C/Cn1c(SCCCc2ccccc2)nc2c1c(=O)[nH]c(=O)n2C
 : -14%, 36, u, -11%, -2%, i, -11%, u, -20%
CCN1CCN(C(=O)/C(=C/c2ccco2)NC(=O)c2ccccc2)CC1
 : -7%, 42, -11%, 5%, 0%, i, -3%, 0%, 3%
CCCCNC(=O)c1nc(-c2cnccn2)oc1-c1ccc(Cl)cc1
 : x, -22, -29%, x, x, x, 28%, u, u
CCn1c(C(=O)NCCc2ccc(S(N)(=O)=O)cc2)cc2sc(Cl)cc21
 : x, x, -3%, -21%, x, i, x, 4%, x
COc1ccc(C(=O)NC2CCN(CC(=O)Nc3c(C)cccc3C)CC2)cc1OC
 : -13%, 29, 0%, -4%, 13%, i, 0%, -2%, 11%
CCCNC(=O)c1ccc(CNc2c(N3CCC(C(=O)OCC)CC3)c(=O)c2=O)cc1
 : -5%, 6, 3%, -23%, -3%, i, 5%, 4%, 4%
Cc1ccc(C)c(-n2c(-c3ccc(Br)cc3)csc2=NC(=O)c2ccccc2F)c1
 : 4%, 14, u, -10%, 17%, i, 20%, 12µM*, 9%
O=C(c1cc(Br)c[nH]1)N1CCSCC1
 : 0%, -15, 28%, -9%, 6%, i, 2%, 21%, 2%
CC(=O)N1CCc2c(sc3c2c(=O)n(-c2ccccc2)c(=O)n3CC(=O)c2ccc(F)cc2)C1
 : x, x, 8%, -4%, x, i, x, -7%, x
O=C(CN(Cc1ccco1)C(=O)CNS(=O)(=O)c1ccc(F)cc1)NCc1ccc(F)cc1
 : 3%, -3, -28%, 6%, 1%, i, -1%, -3%, 3%
COC(=O)c1cc(OC)c(OC)c(OC)c1NC(=O)c1ccc(S(=O)(=O)N(C)C)cc1
 : 13%, -4, -12%, 6%, u, i, -4%, 0%, 11%

# (listing goes on)
# Each structure is followed by: SW480 rerep, IL1B secr inh, KB-V1 cytotox, ATXN2 expr inh, MCF10A rerep, S2 tox, HT1080-NT tox, KB-3-1 cytotox, HT1080 IDH1KD tx
CCN(CC)CCNC(=O)c1ccc2c(c1)N(Cc1ccccc1)C(=O)c1ccccc1S2=O (centres undefined)
 : x, x, 0%, -23%, x, i, x, -6%, x
CCOC(=O)c1nn(-c2ccccc2)c(=O)cc1SC(C)C
 : -2%, 1, -7%, -25%, 3%, i, 4%, -5%, -4%
COc1ccc(CCNC(=O)Cn2cnc3scc(-c4ccccc4)c3c2=O)cc1OC
 : -145%[inhibitor], 1, 20%, x, -1%, i, -6%, -1%, -2%
CCOc1ccc(N(C)S(=O)(=O)c2ccc3[nH]cc(C(=O)NCCCOC)c(=O)c3c2)cc1
 : -15%, 10, -20%, x, -2%, i, 2%, -16%, 0%
Cc1ccc(OCC(=O)Nc2c(C)ccc3nsnc23)cc1
 : 2%, -2, 12%, x, -5%, i, -4%, 1%, 9%
CCC(C)(C)NC(=O)C(c1ccc(C)o1)N(Cc1ccc2c(c1)OCO2)C(=O)c1snc(C(N)=O)c1N (centres undefined)
 : 1%, 32, -18%, -20%, u, i, 23%, 5%, u
Cc1ccc(NC(=O)CCSc2nc(-c3ccco3)cc(C(F)(F)F)n2)cc1F
 : x, x, -6%, 6%, x, i, x, -3%, x
O=C(Nc1cccc(NC(=O)c2cccs2)c1)c1ccc(Br)o1
 : -3%, -11, 0%, -20%, 10%, i, 2%, -1%, -7%
COC(=O)c1sc(S(=O)(=O)N2CC(C)OC(C)C2)c(C(=O)OC)c1C (centres undefined)
 : -6%, 0, -8%, -3%, -2%, i, -1%[9.24 µM], 11%, 3%
O=c1[nH]c(N2CCc3ccccc32)nc2c1CCCC2
 : -11%, 9, u, 8%, -1%, i, 14%, 8%, 0%[9.24 µM]
COC(=O)c1cc(S(=O)(=O)N2CCCCC2)c[nH]1
 : 3%, 22, -11%, x, 10%, i, 0%, 2%, 0%
CCOC(=O)c1ccccc1NC(=O)COc1ccccc1-c1nnc(-c2ccccc2)o1
 : x, x, u, u, x, u, x, u, x
Cc1cc(C)n2nc(SC3CCCCN(C(=O)c4ccc(F)cc4)C3=O)nc2n1 (centres undefined)
 : 0%, 15, 4%, 6%, -1%, i, 6%, -1%, 17%
CCOC(=O)c1c2c([nH]c(=S)c1C#N)CCCC2
 : -7%, 15, -10%, -26%, -4%, i, -4%, u, -2%
Cc1cccc(-n2c(=O)[nH]c3c(C(N)=O)nc(CC(C)C)nc32)c1
 : -13%, -6, -7%, -18%, -4%, i, 15%, 8%, 15%
C/C(O)=c1/ccc2cccc3nc(C)nc1c23
 : u, -53*, u, -12%, -1%, x, u, 9%, -24%
O=c1[nH]cnc2scc(-c3ccc(Br)cc3)c12
 : -1%, -1, u, -6%, -6%, i, -9%, -28%, -16%
O=C(N=C1SC2CS(=O)(=O)CC2N1Cc1ccccc1)C1CCCO1 (centres undefined)
 : -3%, -26, 0%, -6%, 4%, i, 8%, 1%, 0%
CCNc1nc(OC)nc(Oc2ccc(C(=O)OC)cc2)n1
 : -3%, 17, -6%, 14%, 1%, i, 0%, 1%, 13%
COc1cccc(CNc2ccc3[nH]c(=O)[nH]c3c2)c1OCc1ccccc1
 : 0%, -1, -21%, -1%, 1%, i, -8%, -3%, -8%

# 6 entries already listed, sorted by the number in SW480 rerep, descending:
Molecule | SW480 rerep | IL1B secr inh
O=c1[nH]cnc2scc(-c3ccc(Br)cc3)c12 | -1% | -1
CCOC(=O)c1nn(-c2ccccc2)c(=O)cc1SC(C)C | -2% | 1
O=C(Nc1cccc(NC(=O)c2cccs2)c1)c1ccc(Br)o1 | -3% | -11
COC(=O)c1sc(S(=O)(=O)N2CC(C)OC(C)C2)c(C(=O)OC)c1C (centres undefined) | -6% | 0
CCOC(=O)c1c2c([nH]c(=S)c1C#N)CCCC2 | -7% | 15
Cc1cccc(-n2c(=O)[nH]c3c(C(N)=O)nc(CC(C)C)nc32)c1 | -13% | -6
